Lipid storage S3: qHTS Assay for Lipid Storage Modulators in Drosophila S3 Cells; Drosophila S3 cells, BODIPY lipid droplet fluorescence, 18-24 h; cells fed with added oleic acid; Potency in µM for hits, for the others lipid storage change, negative = inhibition, % at the top dose, mostly 46.1 µM; actives 0.64% (n = 320,000); AID 2685; active = well fitted inhibition curve with a large enough effect in the signal ratio, with a control signal flat, not every such curve was filed as active; inconclusive = small, poorly fitted or top-dose-only effect, or effect the other way, or a change in a side signal; the % refers to the signal ratio
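Drosophila S3 cells loaded with oleic acid (400 uM, as added) and compounds at several concentrations; lipid droplets imaged by 488-nm laser-scanning cytometry, 500–530 nm intensity and object ratio to cell channel. Percent activity normalized to 20 uM Triacsin C.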
Lipid storage S3 cell count max: further read-out of Lipid storage S3, marked with its call; cell number change, %; measured here: cell count max response;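 cells counted by Cell Tracker Red CMTPX staining in the red channel; peak over a dose series mostly up to 46.1 µM; percent activity relative to internal control wells on each plate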
* hit, by the source's call; i = inactive; u = inconclusive; x = no result given; [ ] = remark or other dose. % is scaled to controls: 0 for no effect and ±100 for the full control effect; potency is read from the fitted curve at half-maximal effect. Only part of the results is shown, so the mix of outcomes need not match the whole.

SMILES	Lipid storage S3	Lipid storage S3 cell count max
Cc1cc(C)cc(N(C(=O)C(F)(F)F)C(C(=O)NC2CCCCC2)c2cccs2)c1 (centres undefined)	-0.6%	5.2
Cc1ccc(N(C(C)C(=O)Nc2ccc(S(=O)(=O)N3CCOCC3)cc2)S(C)(=O)=O)cc1 (centres undefined)	u	x
COc1ccccc1OCCNC(=O)c1ccc(C)c(S(=O)(=O)N2CCOCC2)c1	i	x
Cc1ccc(CCSc2ccc(F)cc2)cn1	3.2%	4.6
CN1CC(=O)NC1=NC(=O)c1cc(F)c(F)cc1Cl	11.4%	8.7
CC(=O)c1ccc(S(=O)(=O)N2CCN(C(=O)c3ccc(COc4ccccc4)o3)CC2)cc1	u	x
CCOC(=O)NC(NC(=O)OCC)C(=O)c1ccc(F)cc1	19.4%	4.5
CC1CCCCC1NC(=O)CSc1ccc([N+](=O)[O-])cc1 (centres undefined)	u	x
Cc1c(C)c(C)c(S(=O)(=O)NCCc2ccccn2)c(C)c1C	i[0.369 µM]	-10.3
COCCNC(=O)CN1C(=O)c2cccc3cccc1c23	10.6%	23.0
CCOc1cc(NS(=O)(=O)c2ccc(OC)cc2)c(OCC)cc1NC(C)=O	-11.1%	-3.8
O=C(Nc1ccccc1F)c1ccc(O)c2ncccc12	-4.3%	3.0
Cc1cc(C)c2[nH]c(=O)c(CN(Cc3ccco3)C(=O)C3CCCO3)cc2c1 (centres undefined)	u	x
CCN1CCN(CCNC(=O)c2ccc(/C=C3/Sc4ccccc4N(Cc4cccc(Cl)c4)C3=O)cc2)CC1	u	x
COc1ccc2[nH]c(C)c(C(=O)CN(C)CC3OCCO3)c2c1	u	x
Cc1nc2ccccc2c2oc(C(=O)N3CCN(c4ccc([N+](=O)[O-])cc4)CC3)cc12	u	x
CS(=O)(=O)N1CCN(c2ncccn2)CC1	-9.8%	1.9
O=C(O)C1CCCN1C(=O)Nc1ccc(Cl)cc1 (centres undefined)	u	x
CC1CCN(S(=O)(=O)c2ccc(NC(=O)CSc3nnnn3C)cc2)CC1	22.5%	x
COCCOC(=O)C1=C(C)NC(=S)NC1c1cccs1 (centres undefined)	u	x
CC1(O)c2ccccc2C(=O)N1Cc1ccccc1 (centres undefined)	u	x
O=c1c(CO)cc(CO)cc(CO)c1O	i	27.4
CCOc1ccc(NC(=S)NCC(c2cccnc2)N2CCOCC2)cc1 (centres undefined)	0.4%	x
O=C(O)c1cc(S(=O)(=O)NCCN2CCNC2=O)ccc1O	u	x
O=C(c1ccco1)N1CCN(C(=O)c2ccc(COc3ccc(F)cc3)o2)CC1	u	x

Continued:
SMILES	Lipid storage S3	Lipid storage S3 cell count max
CCOC(=O)N1CCN(CC(O)COC2CC(C)CCC2C(C)C)CC1 (centres undefined)	u	x
O=[N+]([O-])c1ccccc1S(=O)(=O)Nc1cccc(-c2ccc(N3CCCC3)nn2)c1	u	x
COc1ccc(-c2nnc3sc(-c4ccccn4)nn23)cc1	14.1%	-9.0
COc1ccc(C(=O)C2CCCN(C(=O)c3cc(C)nc(C)n3)C2)cc1OC (centres undefined)	u	x
Cc1ccccc1-n1c(SCC(=O)NC2CCS(=O)(=O)C2)nc2ccccc2c1=O (centres undefined)	u	x
O=C1N/C(=N\c2ccccn2)SC1Cc1ccccc1Cl (centres undefined)	u	x
O=C(NC(NC(=S)Nc1c(Cl)cccc1Cl)C(Cl)(Cl)Cl)c1cccc([N+](=O)[O-])c1 (centres undefined)	3.66µM*	18.3*
O=C(Cc1csc(NC(=O)Nc2ccc(Cl)cc2)n1)NC1CCCC1	i[0.0737 µM]	x
O=C(COc1ccccc1Cl)N1CCN(c2ccc([N+](=O)[O-])c(N3CCOCC3)c2)CC1	i	x
CC(=O)c1ccc(-c2ccc(C(=O)N3CCN(c4ccc(F)cc4)CC3)o2)cc1	u	x
CCNC(=O)CC1C(=O)N(c2ccc(F)cc2)C(=O)N1Cc1cccs1 (centres undefined)	u	x
Cc1cccc(C(=O)NN/C=C/C(=O)c2ccccc2)c1	u	x
Cc1ccc(CN(C)C(=O)c2ccc(S(=O)(=O)N(C)c3ccccc3)cc2)o1	i	-10.5
O=C(CSCc1c(F)cccc1Cl)Nc1ccccc1C(=O)N1CCOCC1	-0.7%	0.6
COc1ccc(Cl)cc1NC(=O)c1ocnc1C	u	x
O=C(CN1CCOCC1)Nc1ncc(Cc2ccccc2Cl)s1	u	x
C=CCC(=O)NC1CCCc2c1cnn2-c1cc(F)cc(F)c1 (centres undefined)	u	x
O=C(O)CC(CNS(=O)(=O)c1ccccc1)c1ccccc1 (centres undefined)	-16.7%	-22.2
O=c1c(Cc2ccc(F)cc2)c(O)ccn1CCCN1CCOCC1	u	x
O=C(c1cc(C2CC2)on1)N1CCOCC1	u	x
O=C(CSc1nncs1)N1c2ccccc2Sc2ccccc21	6.7%	-21.0
C#CCSc1ncc(S(=O)(=O)c2ccccc2)c(=O)[nH]1	u	x
O=C(O)/C=C/C(=O)NC1CC1	2.5%	-3.8
CS(=O)(=O)N1CCc2cc(C(=O)Nc3ccccc3)ccc21	-5.9%	x
CC1CC(C)CN(CCCNC(=O)c2ccc3nc(N4CCOCC4)sc3c2)C1 (centres undefined)	u	x

Next compounds follow:
SMILES	Lipid storage S3	Lipid storage S3 cell count max
CN(C)CC(O)COc1cc2ccccc2cc1C(=O)N1CCCCC1 (centres undefined)	9.6%	-9.0
CCCN1C2CCCC1CC(NC(=O)c1ccccc1Br)C2 (centres undefined)	25.0%	-9.2
Cc1ccc(S(=O)(=O)N2CCCCC2)cc1NC(=O)CSc1ncn[nH]1	u	x
Cc1cc(OCc2cccc(S(=O)(=O)N3CCOCC3)c2)ccc1Cl	-3.2%	-1.4
Cc1cc(C)c(S(=O)(=O)NCC(c2ccc3c(c2)OCO3)N2CCOCC2)c(C)c1 (centres undefined)	u	x
COc1cc(/C=C2/SC(=S)N(CC(=O)O)C2=O)ccc1OCC(=O)Nc1ccc(C)c(C)c1	-0.5%	4.1
COc1ccc(C(=O)OCCOc2cccc(Cl)c2)cc1S(=O)(=O)N1CCOCC1	u	x
CCOc1ccccc1NC(=O)c1cccc(S(=O)(=O)N(Cc2ccccc2)c2ccccc2OC)c1	u	x
COc1cccc(Nc2ncccc2C(=O)O)c1	-0.4%	-10.9
CCOCC(=O)Nc1ccc(S(=O)(=O)N2CCC(c3nc4ccccc4[nH]3)CC2)cc1	u	x
CS(=O)(=O)c1ccc(Cl)c(NC(=O)COC(=O)CNC(=O)c2sc3ccccc3c2Cl)c1	u	x
O=C(O)CNc1nc(-c2ccccc2)nc2ccccc12	-28.1%	x
CC(=O)Nc1ccc(NC(=O)c2sc(-c3ccccc3)nc2C)cc1	21.4%	x
O=C(CCSc1ccccn1)c1ccccc1	u	x
COc1ccc(NC(=O)CSCC(=O)N(C)CCOc2ccc(Cl)cc2)cc1	u	x
CCC(=O)Nc1ccccc1C(=O)N1CCN(Cc2ccccc2)CC1	u	x
O=C(CC(Cc1ccccc1)c1ccco1)NCc1ccco1 (centres undefined)	u	x
COc1ccc(C(O)(C2CCCCC2)C(CN2CCOCC2)c2ccccc2)cc1 (centres undefined)	-9.1%	-13.8
COC(=O)c1cc2sc(Cl)cc2n1CC(=O)Nc1ccc(OC)c(OC)c1OC	-18.8%	0.8
O=C(CSc1nnc(-c2ccc(F)cc2)c2ccccc12)Nc1ccccc1	7.8%	4.1
CC1CC(C)(C)NCCNC(C)CC(C)(C)NCCN1 (centres undefined)	u	x
COc1ccc2nc(C)cc(SCC(=O)N/N=C/c3ccc(O)c(O)c3)c2c1	15.8%	x
Cc1nn(Cc2ccccc2)c(C)c1C(=O)N1CCN(CC(=O)Nc2ccc(F)cc2)CC1	-2.2%	0.3
Cc1ccc(N(CC(=O)NCC2CCCO2)S(C)(=O)=O)cc1Cl (centres undefined)	u	x
O=C(Cc1ccc(Br)cc1)Nc1cccc(S(=O)(=O)N2CCOCC2)c1	2.7%	-12.5

The list goes on.
SMILES	Lipid storage S3	Lipid storage S3 cell count max
Cc1ccc(NC(=O)COc2coc(CN3CCN(Cc4ccccc4)CC3)cc2=O)cc1	u	x
Cc1nnc(NC(=O)CCC(=O)N2CCC(C)CC2)s1	6.6%	7.4
N#C/C(=C/c1ccc(OCc2ccc(C(=O)O)cc2)c(Br)c1)c1cccc(F)c1	2.3%	x
Cc1occc1C(=O)NNC(=S)NCc1ccc(Cl)cc1	u	x
Cn1c(CCc2ccccc2)nnc1SCC(=O)N1CCCC1	21.6%	x
COc1ccc(N(C(=O)Cn2nnc(-c3ccc(Cl)cc3)n2)C(C(=O)NCC2CCCO2)c2ccncc2)cc1 (centres undefined)	-3.1%	-4.2
Cc1ccc(OCCC(=O)NNC(=O)c2nn(C)c(=O)c3ccccc23)cc1	u	x
COC(=O)c1ccccc1S(=O)(=O)N1Cc2cc([N+](=O)[O-])ccc2Oc2ccccc21	u	x
CCC(=O)Nc1cccc(C(=O)/C=C/c2cccs2)c1	u	x
CCN(CC)CCN1C(=O)C(=O)/C(=C(/O)c2ccncc2)C1c1ccccc1 (centres undefined)	8.0%	7.8
O=C(Nc1sc2c(c1C(=O)NCC1CCCO1)CCCC2)c1cccs1 (centres undefined)	u	x
Cc1nnc(NC(=O)c2csc3c2CCC(C)C3)s1 (centres undefined)	-14.4%	-17.0
O=C(Nc1ccccc1Cl)N(Cc1nc2ccccc2c(=O)[nH]1)Cc1cccs1	12.7%	2.5
Clc1ccccc1CSc1nncn1NC/C=C/c1ccccc1	u	x
CCOc1ccc(-n2c(SCC(N)=O)nnc2-c2ccco2)cc1	-14.0%	1.8
Cc1ccccc1C(=O)N1CCC(C(=O)Nc2ccc(S(=O)(=O)N3CCCCC3)cc2)CC1	u	x
NC(=O)CSc1nnc(-c2ccc(S(=O)(=O)N3CCOCC3)cc2)n1CC1CCCO1 (centres undefined)	-0.9%	3.1
COc1cc(OC)cc(OC(=O)C2CCN(C(=O)c3ccc(Cl)cc3)CC2)c1	u	x
CCOC(=O)C1=C(CSCc2ccccc2)NC(=O)NC1c1cc(C)ccc1C (centres undefined)	u	x
CCOc1ccc(S(=O)(=O)Nc2cc(S(=O)(=O)N3CCOCC3)ccc2OC)cc1	u	x
O=C(N/N=C1/CC2C=CCC12)c1cccs1 (centres undefined)	u	x
CCN1C(=O)N(C)C2(c3ccccc3)N(C)C(=O)N(C)C12c1ccccc1 (centres undefined)	u	x
Cc1cccc(N(CC(=O)NC(C)(C)C)C(=O)CCC(=O)Nc2nccs2)c1	u	x
COc1ccc(CC(=O)NNC(=O)c2ccoc2C)cc1OC	u	x
C/C(=N/NS(=O)(=O)c1ccc(CC(C)C)cc1)c1ccncc1	u	x

3 structures out of the list, ordered by SMILES length, descending:
SMILES	Lipid storage S3	Lipid storage S3 cell count max
CCN(CC)CCN1C(=O)C(=O)/C(=C(/O)c2ccncc2)C1c1ccccc1 (centres undefined)	8.0%	7.8
O=C(CC(Cc1ccccc1)c1ccco1)NCc1ccco1 (centres undefined)	u	x
CS(=O)(=O)N1CCN(c2ncccn2)CC1	-9.8%	1.9

3 entries out of the list above, sorted by the value under Lipid storage S3 cell count max, largest number first:
smiles,Lipid storage S3 cell count max
NC(=O)CSc1nnc(-c2ccc(S(=O)(=O)N3CCOCC3)cc2)n1CC1CCCO1 (centres undefined),3.1
O=C(Nc1ccccc1Cl)N(Cc1nc2ccccc2c(=O)[nH]1)Cc1cccs1,2.5
Cc1nnc(NC(=O)c2csc3c2CCC(C)C3)s1 (centres undefined),-17.0

Additional structures:
SMILES	Lipid storage S3	Lipid storage S3 cell count max
Cc1cc(=O)n2nc(N3CCC(C(=O)NCC(C)c4ccccc4)CC3)sc2n1 (centres undefined)	u	x
COC(=O)c1c(-c2ccc(OC)c(OC)c2)csc1N	u	x
CC(=O)N1CCN(Cc2nc(C(c3ccccc3)c3ccccc3)no2)CC1	18.2%	4.1
CC(=O)c1ccccc1NC(=O)CCNC(=O)c1ccco1	i	18.3
CN(C)c1ccc(C(C(=O)NCC2CCCO2)N(C(=O)c2snc(C(N)=O)c2N)c2ccccc2)cc1 (centres undefined)	u	x
Cc1ccc(CCNC(=O)CN2CCN(Cc3ccccc3F)C2=O)cc1	u	x
CN(CC(=O)Nc1cccc2ccccc12)C(=O)c1ccc(F)cc1F	u	x
CCOC(=O)N1CCC(NC(=S)Nc2ccc3nc(N4CCN(CC)CC4)cc(C)c3c2)CC1	u	x
Cc1ccccc1Nc1c(-c2ccncc2)nc2ccc(Cl)cn12	i	x
COc1cccc(C(=O)COC(=O)C2CC(=O)N(c3ccc(Oc4ccccc4OC)cc3)C2)c1 (centres undefined)	24.9%	-22.3
COc1ccccc1-c1nc2n(n1)C(c1ccccc1Cl)C(C(N)=O)=C(C)N2 (centres undefined)	u	x
COc1ccccc1OCc1nnc(SCC(=O)NCc2ccco2)n1-c1ccccc1	-12.5%	5.3
Cc1cccn2c(=O)c3cc(C(=O)NCCc4ccccc4)c(=N)n(Cc4ccco4)c3nc12	u	x
CCc1ccccc1OCC(=O)Nc1cccc(S(=O)(=O)NCc2ccco2)c1	22.0%	9.1
O=C(O)CCSC1CC(=O)N(c2ccccc2)C1=O (centres undefined)	u	x

Compound profiles (already shown):
CN(CC(=O)Nc1cccc2ccccc12)C(=O)c1ccc(F)cc1F is listed as Lipid storage S3: u; Lipid storage S3 cell count max: x
CC(=O)N1CCN(Cc2nc(C(c3ccccc3)c3ccccc3)no2)CC1 is listed as Lipid storage S3: 18.2%; Lipid storage S3 cell count max: 4.1
Cc1ccc(CCNC(=O)CN2CCN(Cc3ccccc3F)C2=O)cc1 is listed as Lipid storage S3: u; Lipid storage S3 cell count max: x
